# ZTA DNA inh: blocks Epstein-Barr virus ZTA, an EBNA-1 counter-screen. P03206. ZTA-DNA binding, fluorescence polarization. inhibition, % at 11 µM. actives 0.15% (n = 320,000); in the data active = inhibition above about 33%
# RPL19A TOR yeast: modulators of TOR pathway RPL19A-GFP in S. cerevisiae; actives 0.3% (n = 330,000); S. cerevisiae RPL19A-GFP strain, flow cytometry, 3 h; stronger effect = lower value; percent response vs DMSO, % at 10 µM;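 active = percent response vs DMSO below 50%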;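 also: median channel GFP fluorescence of the barcoded RPL19A-GFP strain; ratio of sample median GFP to plate DMSO average so 100% = DMSO; lower means less RPL19A-GFP as with rapamycin TOR inhibition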
# LAP4 TOR yeast: yeast TOR pathway LAP4-GFP modulation; S. cerevisiae LAP4-GFP multiplex, flow cytometry GFP, 3 h; median GFP as percent of DMSO wells; actives 0.34% (n = 320,000); GFP response vs DMSO, % at 10 µM;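 active = GFP response vs DMSO above a set limit, about the screen mean plus 3 SD, cut at about 150% in these data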
# EBNA-1 inh: blocks EBNA-1 binding to DNA; EBNA-1 DNA binding, fluorescence polarization; inhibition, % at 14.8 µM; actives 0.34% (n = 300,000); in the data active = inhibition above about 28%
# proCasp3 act: procaspase-3 (human) activation | activation, % at 8.5 µM | P42574 | recombinant procaspase-3 D3A, Ac-DEVD-pNA absorbance 405 nm | actives 0.11% (n = 330,000);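 active = activation above the mean of all tested compounds plus 3 SD, cut at about 21% in these data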;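 also: 0% = DMSO alone and 100% = DMSO wells spiked with extra 5 µM PC-3 D3A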
#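 Assay system: Autoprocessing-dead procaspase-3 D3A mutant enzyme; also added: Ac-DEVD-pNA; doses: one concentration, 8.5 µM nominal, 0.8% DMSO; times: 1 h compound preincubation, 2 h substrate hydrolysis at 25 °C; technique: 405 nm absorbance of p-nitroaniline, reads at 0 and 120 min; measure: % activation between DMSO and enzyme-spiked controls; repeats: single replicate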
# proCasp7 act: counter-screen for procaspase-3 activators: activators of human procaspase-7; recombinant procaspase-7, Ac-DEVD-pNA absorbance 405 nm; D23A/D198A/D206A triple mutant, cannot self-cleave; scale: DMSO 0, 5 µM enzyme 100; actives 0.093% (n = 330,000); AID 463210; activation, % at 8.5 µM; P55210;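 active = percent activation above the screen-wide mean plus 3 SD, cut at about 25% in these data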
#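 Detection: p-Nitroaniline absorbance at 405 nm, read at 0 and 120 min; system: Uncleavable procaspase-7 mutant enzyme; evaluation: % activation from two-timepoint absorbance difference, scaled to controls; times: 1 h enzyme–compound preincubation and 2 h substrate reaction, both 25 °C; buffer or medium: Zinc-free HEPES pH 7.4 with 300 mM NaCl, 0.01% Triton X-100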
# MEP2-GFP yeast: alters MEP2-GFP fluorescence in TOR pathway yeast screen; actives 0.51% (n = 330,000); GFP response vs DMSO, % at 10 µM; AID 2016; S. cerevisiae MEP2-GFP strain, flow cytometry GFP, 3 h; 100% = DMSO control level;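 active = GFP response versus DMSO above a set limit, roughly screen mean plus 3 SD, cut at about 180% in these data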;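 also: median GFP fluorescence of the barcode-gated MEP2-GFP cells per well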
# AHR act: activators of human aryl hydrocarbon receptor; actives 2.5% (n = 320,000); P35869; activation, % at 5 µM; AHR-responsive luciferase reporter cells, luminescence; AID 2796; in the data active = activation above about 47%;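 also: 0% = vehicle wells and 100% = reference agonist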
# An asterisk follows results filed as active; / = no result given; [ ] = remark or other dose.
SMILES,ZTA DNA inh,RPL19A TOR yeast,LAP4 TOR yeast,EBNA-1 inh,proCasp3 act,proCasp7 act,MEP2-GFP yeast,AHR act
CCN(c1ccccc1)S(=O)(=O)c1nnc(NC(=O)CC(C)C)s1,-10.1,102.3,95.6,-4.2,7.8,6.2,114.0,-1.1
COc1ccc(C(=O)/C=C/c2cn(CC(O)CN3CCOCC3)c3ccccc23)cc1 (stereo unspecified),4.2,90.3,103.0,-6.2,-9.5,-15.4,103.5,1.0
CC(NC(=O)Cn1cc(Br)c([N+](=O)[O-])n1)c1ccccc1 (stereo unspecified),6.1,97.6,91.0,-3.4,4.5,-3.1,104.9,4.4
COc1ccc(Cc2nnc(NC(=O)c3cccc(F)c3)s2)cc1OC,-3.8,97.8,97.6,-3.0,-3.4,5.1,100.5,-0.2
CC(=O)NC(CC(=O)OCC(=O)N1CCc2ccccc21)c1ccccc1 (stereo unspecified),-0.5,102.2,100.9,1.7,10.1,9.7,103.5,1.4
OCC1(CO)COC2(CCCC2)N1,-4.5,101.2,100.2,2.6,12.2,8.4,98.7,-1.3
O=C(CNC(=O)C1(c2ccccc2)CC1)Nc1ccc(F)c(F)c1,-2.6,97.8,107.6,-2.6,7.7,-4.7,105.0,14.1
Cc1ccc(C)c(S(=O)(=O)N2CCN(C(=O)c3ccccc3Cc3ccccc3)CC2)c1,5.3,91.8,99.8,-2.8,8.5,-1.7,98.4,0.4
Cc1c(Cl)cccc1NC(=O)CC1SCCNC1=O (stereo unspecified),-5.2,101.2,103.2,-10.0,7.2,4.1,99.9,-1.4
CCOc1ccc(CCNC(=O)CSCc2ccc(C)cc2)cc1OCC,-0.1,95.3,86.7,6.0,1.3,-3.4,99.6,1.6
Cc1cccc(Nc2ncnc3ccccc23)c1,8.7,111.4,112.7,1.8,1.1,-3.9,101.5,6.4
CCn1nc(NC(=O)c2ccco2)c2cc3ccccc3nc21,6.5,98.8,118.4,10.2,-14.0,-17.8,111.6,36.9
COc1ccc(C(C(=O)NC2CCCC2)N(CCCO)C(=O)c2snc(C(N)=O)c2N)cc1 (stereo unspecified),-11.1,104.1,100.2,6.1,-7.7,8.3,100.7,0.1
Cc1ccc(-c2csc(SCC(=O)Nc3cc(C)on3)n2)cc1,-8.6,105.3,102.5,-0.1,8.8,0.7,103.7,-2.6
N#CCc1ccc(Oc2ncc(C(F)(F)F)cc2Cl)cc1,14.3,96.8,94.4,-15.1,11.0,-1.5,91.2,-5.5
CCOc1ccc2nc3c(cc2c1)CN(CCOC)C(=NC)S3,6.6,91.6,82.4,11.2,-3.1,0.1,91.6,8.1
Cc1cc(OCC(=O)NCCO)ccc1Cl,12.3,98.3,97.0,2.7,-1.0,7.3,100.2,10.1
Cc1ccccc1CNc1ccc(C(CC(N)=O)NC(=O)c2ccccc2)cc1[N+](=O)[O-] (stereo unspecified),-13.1,96.8,103.5,-6.7,-3.8,-9.2,87.6,2.1
CC(C)NC(=O)C1CCN(C2CCN(C(=O)/C=C/c3cccs3)CC2)CC1,-15.8,98.4,98.3,-1.8,-3.8,2.7,98.0,-1.1
C=CCC(=O)N1CCCC(CCC(=O)NCc2ccccc2F)C1 (stereo unspecified),5.8,93.3,93.1,6.3,7.5,10.6,94.6,-0.9
CCN(CC(=O)NCc1cccs1)C(=O)c1cccc(S(=O)(=O)N2CCc3ccccc32)c1,-7.4,100.3,100.9,-4.5,3.0,7.8,106.2,-0.1
Cc1c(NC(=O)Nc2ccccc2)cccc1[N+](=O)[O-],-7.6,96.5,92.3,-2.9,-3.9,6.9,87.3,18.6
COc1cc(NC(=O)c2ccco2)ccc1NC(=O)c1ccccc1Cl,-1.3,98.3,106.2,12.7,3.3,-6.5,104.9,-3.6
OC(CN1CCN(Cc2ccccc2)CC1)c1ccccc1 (stereo unspecified),4.0,102.5,101.3,3.8,3.4,7.1,98.2,0.5
O=C(O)c1cnn(-c2ccccc2)c1-n1cccc1,0.4,99.1,101.3,6.7,9.8,16.1,101.7,4.7
CCc1ccccc1NC(=O)CN(C1CCCCC1)S(C)(=O)=O,-6.2,102.6,93.0,-19.0,-2.0,16.2,100.1,3.1
CC(=O)Nc1c(C(N)=O)oc2ccc(Cl)cc12,-9.9,99.2,112.3,-1.9,-1.8,-2.0,102.3,1.6
Cc1cccc2c1NC(C)CC2C (stereo unspecified),97.4*,97.7,96.0,20.7,11.3,-13.2,101.8,1.3
O=C(Cc1ccccc1)NC1CCN(S(=O)(=O)c2ccc(C(=O)O)cc2)CC1,7.8,98.3,102.1,0.9,4.2,7.6,104.5,-0.1
CCc1c(C)sc(NC(=O)CSc2nc3c(c(C(F)(F)F)n2)CCc2ccccc2-3)c1C#N,-5.5,98.7,104.4,7.1,8.1,-3.3,98.4,-2.9
Cc1cc(C)n(-c2nc3ccccc3nc2N2CCCCCC2)n1,6.8,89.0,/,-3.3,-6.0,-6.2,88.5,7.6
Cc1nnc(SCC(=O)Nc2sc3c(c2C(N)=O)CCC(C)C3)[nH]c1=O (stereo unspecified),1.2,94.3,93.5,/,2.4,7.0,94.2,6.3
COC(C(=O)Nc1ccc(F)c(F)c1)c1ccccc1 (stereo unspecified),-25.9,103.9,102.3,-17.3,0.6,5.0,108.7,-1.8
COc1ccc(-c2ccc(SCC(=O)N3CCN(c4ccccc4)CC3)nn2)cc1,-2.0,99.9,96.7,-2.8,3.4,7.8,103.0,3.2
CN1CCN(S(=O)(=O)c2ccc(NCc3ccc4c(c3)OCO4)nc2)CC1,6.6,101.1,111.7,-3.1,-0.7,7.8,108.0,1.2
CCN(CC)CCN1C(=O)/C(=C\c2ccc(Cl)c([N+](=O)[O-])c2)SC1=Nc1ccc(OC)cc1,-3.5,53.2[may fluoresce violet],77.5[may fluoresce violet],-8.0,-0.9,4.5,197.3*[may fluoresce violet],-0.8
Cn1c(CNc2ccccn2)c(C#N)c2ccccc21,7.0,94.2,95.2,-28.4,1.2,-10.6,96.8,5.3
O=C1CSC(c2cccnc2)N1CCc1ccccn1 (stereo unspecified),-6.0,101.3,100.7,-9.7,4.9,3.2,92.6,-0.8
O=C(Cc1ccccc1)NN1C(=O)/C(=C/c2ccc(C(=O)O)cc2)SC1=S,-3.5,98.4,95.1,-17.7,4.9,-3.0,101.8,-3.7
COC(=O)c1cccc(NC(=S)N2CCN(C)CC2)c1,-0.3,100.9,94.6,7.7,-5.5,4.1,96.2,-0.7
CNc1nc(N)c(C(=O)C(C)(C)C)s1,-16.1,94.1,91.5,0.8,-6.3,-14.1,95.9,-1.6
CCN(CC(=O)Nc1ccc(NC(C)=O)cc1)C(=O)c1cccc(-n2cccc2)c1,4.7,90.9,94.5,1.4,3.0,8.4,97.8,-1.9
N#CC1=C(N)NC(SCC(=O)Nc2ccc(Br)cc2)=C(C#N)C12CCCCC2,7.2,93.2,98.5,-1.8,-1.9,9.0,97.6,31.1
COc1ccc(-c2cc3ccccc3[nH]2)cc1,6.1,98.6,113.6,5.6,4.8,11.0,98.7,20.7
COc1cc(/C=N/NC(=O)CNC(=O)c2ccco2)ccc1O,-13.2,102.1,93.1,-3.9,5.0,-5.2,104.6,3.5
Cc1ccc(NC(=S)Nc2cc(-c3ccccc3)[nH]n2)cc1Cl,11.4,94.5,92.7,3.1,-4.8,-8.9,92.1,94.0*
Cc1ccccc1C(=O)NC(=S)Nc1ccc(S(=O)(=O)N2CCN(C)CC2)cc1,-4.3,96.5,89.5,0.8,3.0,2.5,100.0,3.4
O=C(NCCN1CCC(Cc2ccccc2)CC1)C1CCN(S(=O)(=O)N2CCC3(CC2)OCCO3)CC1,-25.6,99.2,94.2,-4.8,2.0,5.0,100.1,-2.1
Nn1c(SCc2nc3ccccc3[nH]2)nnc1C1CCCCC1,-6.4,97.4,102.3,-0.5,-11.1,-6.8,100.4,17.1
COc1ccc(-c2nc3ccccc3nc2-c2ccccc2)cc1OC,9.9,103.3,93.0,8.7,1.0,2.5,116.7,2.4
Cc1c(C(=O)O)sc(S(=O)(=O)N2CCN(C(=O)Cc3ccccc3Cl)CC2)c1C(=O)O,-12.3,92.4,92.2,/,-4.7,5.0,97.1,0.4
CC(C)(C)c1ccc(C(=O)Nc2ccc(N3CCOCC3)cc2)cc1,-3.1,92.9,124.0,7.2,-1.6,2.9,93.8,-4.5
O=C(CCC(=O)c1cccs1)NNC(=O)c1ccc(Cl)cc1,-2.9,102.4,103.7,/,8.9,-0.6,110.0,2.6
COc1ccc(-n2nc3cc(C)c(N)cc3n2)cc1Cl,-7.1,101.7,107.6,-7.2,-2.9,0.5,113.0,25.6
CC1CCCN(c2ccc(C(=O)NCc3ccco3)cc2[N+](=O)[O-])C1 (stereo unspecified),-19.6,110.0,103.4,-4.8,3.8,6.5,107.1,4.8
c1ccc(OCCN2CCOCC2)cc1,-25.3,110.0,93.5,-4.7,2.8,3.9,106.8,2.9
COc1ccc(CNC(=O)CCCn2nc(C)c([N+](=O)[O-])c2C)cc1OC,-5.2,95.4,99.6,-0.1,-1.3,2.0,88.0,7.1
O=C1c2ccccc2C(=O)N1c1cccc2cccnc12,-5.0,101.3,112.1,3.0,-5.0,-1.0,100.7,11.6
c1ccc(OCc2nnc3n2N=C(c2ccccc2)CS3)cc1,19.7,105.3,113.4,5.6,-4.7,-6.0,109.2,11.7
O=C(COC(=O)c1cncc(Br)c1)NCc1ccc(Cl)cc1,-10.5,96.6,106.4,-9.9,3.0,-11.6,102.3,-0.5
# Next part:
SMILES,ZTA DNA inh,RPL19A TOR yeast,LAP4 TOR yeast,EBNA-1 inh,proCasp3 act,proCasp7 act,MEP2-GFP yeast,AHR act
Cc1ccc(-c2noc(CN(C(=O)c3cccs3)C(C)C)n2)cc1,4.1,98.3,102.0,-3.6,1.9,-5.6,96.9,-0.3
COc1ccc(C(=O)Nn2c(CCC(=O)O)ccc2-c2ccc(C)cc2)cc1OC,-6.4,89.8,96.6,-6.8,0.1,-6.7,101.6,0.3
COc1cccc(/C=N/n2nnnc2N)c1OCC#N,-9.8,97.9,129.3,7.7,-9.9,-0.3,107.9,18.7
CN(C)c1ccc(C(CNC(=O)COc2ccc(Cl)cc2)N2CCCC2)cc1 (stereo unspecified),9.1,97.5,93.3,-7.3,0.5,0.2,94.8,0.9
Cc1nn2cc(-c3cccc(Cl)c3)cnc2c1Br,-4.3,99.6,99.8,6.4,3.0,2.1,102.6,1.6
Cc1ccc(Cl)cc1N1CCN(CC(=O)Nc2ccc3[nH]c(=O)[nH]c3c2)CC1,9.8,107.1,113.4,0.6,2.4,3.2,107.5,2.5

# 5 records picked at random from those above, as already listed:
SMILES,ZTA DNA inh,RPL19A TOR yeast,LAP4 TOR yeast,EBNA-1 inh,proCasp3 act,proCasp7 act,MEP2-GFP yeast,AHR act
Cc1ccc(Cl)cc1N1CCN(CC(=O)Nc2ccc3[nH]c(=O)[nH]c3c2)CC1,9.8,107.1,113.4,0.6,2.4,3.2,107.5,2.5
COc1cccc(/C=N/n2nnnc2N)c1OCC#N,-9.8,97.9,129.3,7.7,-9.9,-0.3,107.9,18.7
CN(C)c1ccc(C(CNC(=O)COc2ccc(Cl)cc2)N2CCCC2)cc1 (stereo unspecified),9.1,97.5,93.3,-7.3,0.5,0.2,94.8,0.9
Cc1nn2cc(-c3cccc(Cl)c3)cnc2c1Br,-4.3,99.6,99.8,6.4,3.0,2.1,102.6,1.6
COc1ccc(C(=O)Nn2c(CCC(=O)O)ccc2-c2ccc(C)cc2)cc1OC,-6.4,89.8,96.6,-6.8,0.1,-6.7,101.6,0.3

# Screening results (PubChem BioAssay)
